Source: PubChem (Southern Research Specialized Biocontainment Screening Center)
M. tuberculosis – growth inhibition of non-replicating M. tuberculosis (AID 488890); 0.39% of 320,000 active; Mycobacterium tuberculosis non-replicating, growth inhibition; higher % means a stronger effect; one-dose inhibition, % at 25 µM; IC50 in µM for titrated hits; in the data active means a potency from the dose series; inconclusive means inhibition mostly from about 82% at the one dose, without a potency; inactive means the rest, 99 in 100 with inhibition below about 76%;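 further: plate controls were DMSO cells for no effect and high antibiotic wells for full effect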
inhibitors of VEEV – inhibitors of VEEV TC-83 cytopathic effect, confirmation, Vero cells (AID 588727). Vero cells, VEEV TC-83 cytopathic effect inhibition; higher % means a stronger effect. 0.13% of 350,000 active. inhibition, % at 20 µM, or IC50 in µM where a hit was titrated; in the data active means a potency from the dose series; inconclusive means inhibition mostly from about 14% at the one dose, without a potency; inactive means the rest, 99 in 100 with inhibition below about 12%; further: strong numbers were not always called active
H37Rv inhibition – M. tuberculosis growth inhibition, HTS (AID 449762) | 0.59% of 330,000 active | inhibition, % at 25 µM; hits with a dose series show IC50 in µM | M. tuberculosis H37Rv growth inhibition, 7H9 media; higher % means a stronger effect; in the data active means a potency from the dose series; inconclusive means inhibition above about 70% without an active follow-up result;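 further: bacterial growth assessed after seven days of incubation; strong numbers were not always called active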
PhoP GFP inhibition – Inhibition of PhoP regulon, Salmonella typhi GFP reporter cells, confirmation, 4 h (AID 1850); Salmonella Typhi PhoP-promoter GFP reporter, fluorescence, 4 h; higher % means a stronger effect; inhibition, % at 50 µM; hits with a dose series show IC50 in µM; 0.33% of 310,000 active; in the data active means a potency from the dose series; inconclusive means inhibition mostly from about 25% at the one dose, without a potency; inactive means the rest, 99 in 100 with inhibition below about 19%;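 further: 0% = induced wells with vehicle and 100% = uninduced wells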
H1N1 NS1A inhibition – NS1A inhibition, H1N1 influenza, cell based functional assay (AID 504329). NS1A functional cell-based assay, percent inhibition; higher % means a stronger effect. inhibition, % at 12.5 µM, or IC50 in µM where a hit was titrated. 0.3% of 340,000 active; in the data active means a potency from the dose series; inconclusive means inhibition above about 27% without an active follow-up result; further: strong numbers were not always called active
inhibitors of VEEV 10K pilot screen – second read-out of inhibitors of VEEV, no call of its own (marks repeat the call); inhibition, %; measured here: 10K pilot screen inhibition
Numbers without * were called inactive; i = inactive; ? = inconclusive; / = no result given.

SMILES	M. tuberculosis	inhibitors of VEEV	H37Rv inhibition	PhoP GFP inhibition	H1N1 NS1A inhibition	others
CCOC(=O)C1CCN(C(=O)c2cccc(S(=O)(=O)N3CCc4ccccc43)c2)CC1	18%	i	-3%	/	-18%
c1ccc2nc(N3CCOCC3)c(N3CCCC3)nc2c1	/	2.5%	/	/	-28%
Cc1ccc(CN(c2ccc(C(=O)NCc3cccnc3)cc2)S(C)(=O)=O)cc1	-5%	0.0%	-8%	-2%	-1%
Cc1ccc(OCCOc2ccc(Br)cc2)c([N+](=O)[O-])n1	80%	1.3%	13%	-2%	1%
c1ccc(CNc2c3c(nc4ncnn24)CCC3)cc1	-3%	i	-12%	-4%	-12%
CCCCC1(C(=O)OCC)CC(CN2CCOCC2)OC1=O (centres undefined)	-2%	0.3%	-6%	11%	5%
COc1cc(C(=O)N2CCN(S(=O)(=O)c3cccc(F)c3)CC2)ccc1OCC(=O)N1CCOCC1	-5%	0.6%	-8%	10%	-2%
Cc1cc(Nc2nc3ccccc3nc2Cl)n(-c2ccccc2C)n1	24%	0.3%	-3%	1%	-2%
COc1cc(CCCN2C(=O)C(=O)NC[C@@H]2CCCCN)cc(OC)c1OC	-12%	0.0%	6%	-1%	-5%
O=C(CNC(=O)N1CC(=O)Nc2ccccc21)NCCc1cccc(F)c1	12%	0.6%	8%	-11%	13%
NC(=O)C1CCN(C(c2ccccc2Cl)c2nnnn2CC2CCCO2)CC1 (centres undefined)	2%	0.3%	-5%	0%	-12%
COc1ccc(/C=C2\C(=N\O)C3CCN2CC3)cc1	21%	4.3%	8%	2%	2%
CCN(C(=O)c1ccc(Cl)cc1[N+](=O)[O-])c1ccccc1C	6%	0.7%	-4%	5%	12%
c1n[nH]c(NC2=NCCC2)n1	-9%	i	-2%	-4%	3%
CC(OC(=O)c1ccc(Cl)c(S(=O)(=O)Nc2ccc(F)cc2)c1)C(=O)NC(N)=O (centres undefined)	-1%	i	-3%	-2%	-9%
O=C(c1cc(F)ccc1F)C1CCCN(C(=O)c2cccs2)C1 (centres undefined)	31%	i	1%	5%	-7%
CCn1cc(C(=O)NCc2ccccc2Cl)cn1	-6%	i	-4%	-9%	-12%
CCc1cc(=O)oc2c(C)c(OCC(=O)N3CCC[C@@H]3C(=O)O)ccc12	-14%	0.3%	-9%	-5%	1%
O=C1CN(C(=O)c2ccccc2C(=O)O)c2ccccc2N1	10%	1.3%	0%	-5%	-3%
Cc1cc(C2(c3cc(C)c(NC(=O)CN4CCOCC4)c(C)c3)CCCCC2)cc(C)c1NC(=O)CN1CCOCC1	-5%	/	-4%	-15%	/
O=C(NCc1cccc(F)c1)c1cccc2c1C(=O)c1ccc(N3CCC(Cc4ccccc4)CC3)cc1S2(=O)=O	39%	6.2%	-1%	/	-23%
CCCCCc1nnc(NS(C)(=O)=O)s1	-4%	0.9%	15%	-5%	-1%
COc1ccc(CCN(C(=O)c2snc(C(N)=O)c2N)C(C)C(=O)NC2CCCCC2)cc1OC (centres undefined)	3%	i	1%	15%	9%
Cc1ccc(COc2ccc(Br)cc2/C=N/O)cc1	46%	2.8%	47%	13%	5%
COc1ccc(C(=O)/C=C/C(=O)N(Cc2ccc(F)cc2)C(C(=O)NC2CCCCC2)c2ccncc2)c(O)c1 (centres undefined)	33%	3.4%	1%	-2%	-2%
CN1C(=O)N(CC(=O)N2CCN(S(=O)(=O)c3ccc4c(c3)CCC4)CC2)C(=O)C12CCCCC2	/	0.6%	/	/	-5%
Cc1ccc(OCC(=O)Oc2c(C)cccc2C)cc1C	?	i	70%	-7%	-21%
Cc1c(C(=O)Nc2nc3ccccc3[nH]2)cccc1[N+](=O)[O-]	?	11%	65%	-5%	-7%
Cn1c(=O)c2c(nc(N3CCCCC3)n2CCCNC2=NCCCC2)n(C)c1=O	2%	6.0%	-3%	2%	3%
COc1ccc(-c2cc(CNS(=O)(=O)c3ccc(F)cc3)on2)cc1	23%	0.5%	4%	3%	-10%
Cc1ccc(N2CCN(CCc3nc4cc(NS(C)(=O)=O)ccc4n3C)CC2)cc1	18%	0.7%	-6%	5%	2%
C/C(=N\NC(=S)NC1CCCCC1)c1ccc(O)cc1	39%	0.1%	2%	-10%	16%
Cc1cccc(NC(=O)CN2CCN(CC(=O)NCc3ccc(Cl)cc3Cl)CC2)c1C	3%	i	-7%	/	3%
CNc1nc(N)c([N+](=O)[O-])c(Nc2cccc(F)c2)n1	10%	9.2%	-1%	-14%	3%
Cc1noc(NS(=O)(=O)c2ccc(N/C=C\C(=O)c3cccs3)cc2)c1C	69%	2.2%	15%	-24%	9%
COc1ccc(OCC(O)CN2CCNCC2)cc1 (centres undefined)	-1%	1.6%	8%	-4%	-3%
Cc1ccc2c(CC(=O)NC3CCCc4ccccc43)coc2c1 (centres undefined)	46%	0.3%	5%	-4%	5%
COCCNC(=O)/C(C#N)=C/c1ccc(OCc2ccc(F)cc2)cc1	76%	?	8%	-6%	2%
COc1ccc(OCC(O)CNS(=O)(=O)c2cccs2)cc1 (centres undefined)	-12%	2.1%	6%	-6%	-11%
CCOc1ccc(C2C=C(c3ccc(C)cc3)Nc3nnnn32)cc1 (centres undefined)	68%	3.1%	5%	2%	1%
CN(NC(=O)C1CC(=O)N(c2ccccc2)C1)C1=NS(=O)(=O)c2ccccc21 (centres undefined)	9%	i	3%	-4%	-3%
CCOC(=O)c1c(-c2ccccc2)cn2ccccc12	10%	1.6%	-7%	-1%	8%
O=C(CCNC(=O)C1CCN(S(=O)(=O)c2ccccc2)CC1)NCc1ccncc1	0%	1.7%	-9%	2%	-7%
COc1ccc2nc(SCC(=O)NCC(F)(F)F)[nH]c2c1	-1%	0.7%	-6%	-17%	-9%
Cc1ccc(NC(=O)CSCC(=O)Nc2ncc3c(n2)CC(c2ccco2)CC3=O)cc1 (centres undefined)	24%	0.6%	1%	2%	4%
C=CCSc1nc2sc(C)c(C)c2c(=O)n1CC=C	20%	i	-5%	-10%	8%
CN(c1ccc(C(=O)Nc2cccc(O)c2)cc1)S(=O)(=O)c1ccccc1	17%	8.6%	7%	1%	-5%
CC(C)N1CCc2c(sc(NC(=O)Cc3ccccc3)c2C(N)=O)C1	-24%	1.5%	-4%	6%	-1%	inhibitors of VEEV 10K pilot screen=0.9
COc1ccc(CNC(=O)NCc2ccc(OC)c(OC)c2)cc1OC	-3%	1.4%	-13%	4%	-3%
NC(=O)c1ccsc1NC(=O)COC(=O)C1=NNC(=O)CC1	-5%	1.4%	-4%	/	-5%
COC(=O)C1=C(C)NC(=S)N(C(C)=O)C1c1ccc(OC)c(OC)c1 (centres undefined)	-20%	i	6%	-9%	6%
CC(C)(C)c1ccc(-c2c(C(=O)O)c(C(=O)O)c3n2CSC3)cc1	0%	1.1%	15%	1%	0%
COc1ccc(CNC(=O)c2cccc(S(=O)(=O)N3CCN(C)CC3)c2)cc1	-5%	i	-9%	0%	/
COc1ccc2oc(C)c(C(=O)NN)c2c1	-2%	0.3%	-4%	-4%	7%
CC(C)CN(C(=O)COC(=O)c1cc2c(s1)CCC2)C1CCS(=O)(=O)C1 (centres undefined)	15%	8.0%	4%	-3%	-7%
COC(=O)CN1C(=O)C2(OCCCO2)c2cc(Br)ccc21	-4%	1.6%	9%	4%	3%
Cc1ccc2nc(CSc3nnc(Nc4ccccc4F)s3)cc(=O)n2c1	-4%	3.4%	0%	-3%	-4%
O=c1oc2ccccc2c(Nc2ccccc2)c1CN1CCCCC1	56%	0.8%	7%	2%	-2%
COc1ccc(S(=O)(=O)n2ccc(-c3ccc(OCCN(C)c4ccccn4)cc3)n2)cc1	28%	4.3%	11%	7%	-1%
CCCn1nnnc1NCc1c(Cl)cccc1Cl	3%	2.5%	2%	4%	2%

Further entries.
SMILES	M. tuberculosis	inhibitors of VEEV	H37Rv inhibition	PhoP GFP inhibition	H1N1 NS1A inhibition	others
CN(C(=O)COC(=O)COc1ccc2ccccc2c1)c1c(N)n(Cc2ccccc2)c(=O)[nH]c1=O	20%	1.0%	9%	/	0%
CN(c1cccc(NC(=O)COc2ccccc2)c1)S(C)(=O)=O	0%	0.9%	-3%	3%	-3%
Cc1cc(O)c2c(c1O)C(=O)[C@]13C(=C2O)C(=O)[C@@H]2[C@@H](O)[C@H]1[C@@H]1[C@H](O)[C@H]3C(=O)C3=C(O)c4c(O)cc(C)c(O)c4C(=O)[C@]312	53%	6.3%	18%	/	14%
C#CCOc1ccc(OC)cc1C(c1c(C)[nH][nH]c1=O)c1c(C)[nH][nH]c1=O	-7%	2.5%	-1%	9%	0%
O=C(NCCCc1ccccc1)C(=O)c1c[nH]c2ccccc12	54%	6.1%	12%	-2%	-1%
Oc1ccc(Nc2nc(-c3ccc4ccccc4c3)cs2)cc1	8%	7.6%	43µM*	0%	-14%
COc1ccccc1N1CCN(C(=O)c2cc3c(s2)CCC3)CC1	20%	8.1%	4%	0%	5%
O=C(Cc1ccsc1)Nc1ccc2c(c1)OCO2	-14%	i	-3%	/	-5%
Cc1cc(C)nc(SCC(=O)OC(C)C(=O)Nc2ccccc2)n1 (centres undefined)	-14%	1.7%	-4%	-14%	-6%
CCCCN(CC)CCNC(=O)C1c2cc(OC)c(OC)cc2C(=O)N2CCc3ccccc3C12 (centres undefined)	-8%	i	-5%	4%	6%

Among those listed so far, these have fluorine:
SMILES	M. tuberculosis	inhibitors of VEEV	H37Rv inhibition	PhoP GFP inhibition	H1N1 NS1A inhibition	others
COc1cc(C(=O)N2CCN(S(=O)(=O)c3cccc(F)c3)CC2)ccc1OCC(=O)N1CCOCC1	-5%	0.6%	-8%	10%	-2%
O=C(CNC(=O)N1CC(=O)Nc2ccccc21)NCCc1cccc(F)c1	12%	0.6%	8%	-11%	13%
CC(OC(=O)c1ccc(Cl)c(S(=O)(=O)Nc2ccc(F)cc2)c1)C(=O)NC(N)=O (centres undefined)	-1%	i	-3%	-2%	-9%
O=C(c1cc(F)ccc1F)C1CCCN(C(=O)c2cccs2)C1 (centres undefined)	31%	i	1%	5%	-7%
O=C(NCc1cccc(F)c1)c1cccc2c1C(=O)c1ccc(N3CCC(Cc4ccccc4)CC3)cc1S2(=O)=O	39%	6.2%	-1%	/	-23%
COc1ccc(C(=O)/C=C/C(=O)N(Cc2ccc(F)cc2)C(C(=O)NC2CCCCC2)c2ccncc2)c(O)c1 (centres undefined)	33%	3.4%	1%	-2%	-2%
COc1ccc(-c2cc(CNS(=O)(=O)c3ccc(F)cc3)on2)cc1	23%	0.5%	4%	3%	-10%
CNc1nc(N)c([N+](=O)[O-])c(Nc2cccc(F)c2)n1	10%	9.2%	-1%	-14%	3%
COCCNC(=O)/C(C#N)=C/c1ccc(OCc2ccc(F)cc2)cc1	76%	?	8%	-6%	2%
COc1ccc2nc(SCC(=O)NCC(F)(F)F)[nH]c2c1	-1%	0.7%	-6%	-17%	-9%
Cc1ccc2nc(CSc3nnc(Nc4ccccc4F)s3)cc(=O)n2c1	-4%	3.4%	0%	-3%	-4%
